Screening data deposited in PubChem by The Scripps Research Institute Molecular Screening Center.
UHRF1 binding: UHRF1 methylated DNA binding inhibitors, primary screen, counter-screen for MBD2 inhibitor project, biochemical, TR-FRET, human UHRF1, single concentration | E3 ubiquitin-protein ligase UHRF1 (Homo sapiens), Q96T88 | UHRF1 binding to methylated oligo | inhibition, % at 4.4 µM | 0.75% of 370,000 active; in the data active = inhibition above about 21%;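 also: UHRF1 SRA domain binding a hemimethylated CpG hairpin DNA probe; 0% = median of test compound wells and 100% = reference inhibitor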
TDP2 inh: human TDP2 enzyme inhibitors, primary screen, biochemical, epi absorbance, recombinant enzyme; T5PNP hydrolysis, p-nitrophenol absorbance 415 nm; 0.34% of 370,000 active; inhibition, % at 12.8 µM; Tyrosyl-DNA phosphodiesterase 2 (Homo sapiens), O95551;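 active = inhibition above the mean of all tested compounds plus 3 SD, set per campaign, cut at about 25% in these data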;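 also: 0% = DMSO with enzyme and 100% = buffer with substrate but no TDP2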
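System – recombinant human TDP2 · Quantity – TDP2 enzyme at 120 nM final · Doses – single concentration, 12.8 µM nominal, with 1% DMSO · Incubation – 2 h at 37 °C · Measured by – epi absorbance of p-nitrophenol freed from T5PNP by hydrolysis · Read-out – % inhibition relative to enzyme-containing and enzyme-free wells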
SIAE primary: human SIAE inhibitors, primary screen, biochemical, fluorescence polarization, FP-Rh probe, 1536-well HTS | 0.69% of 370,000 active | inhibition, % at 9.66 µM | SIAE FP-Rh probe binding | Sialate O-acetylesterase (Homo sapiens), Q9HAT2;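 active = inhibition above a cutoff: mean of compounds within the control limits plus 3 SD of those, cut at about 17% in these data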;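 also: 0% = plate median of compound wells and 100% = probe without SIAE protein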
TCR CD3 inh: inhibitors of human TCR-CD3 interaction, primary screen, biochemical, fluorescence, TAMRA-labeled TCR probe. inhibition, % at 9.4 µM. AID 651800, 2012. T-cell receptor (TCR). 0.37% of 360,000 active; in the data active = inhibition above about 19%;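 also: recombinant mutant TCR 2C K166C tagged with TAMRA read by polarization; 0% = receptor in buffer alone and 100% = receptor with positive control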
PG9 binder: binders of HIV-1 gp120 antibody PG9, primary screen, biochemical, TR-FRET; HIV-1 gp120 / PG9 antibody interaction; TR-FRET gp120-PG9 antibody binding; inhibition, % at 6.7 µM; 0.43% of 360,000 active; AID 624416, 2012; in the data active = inhibition above about 8.5%
HTRA1 inh: HTRA1 serine protease inhibitors, primary screen, biochemical, fluorescence polarization, HTS; recombinant HTRA1, FP-rhodamine activity-based probe; 0.5% of 340,000 active; AID 504803, 2011; inhibition, % at 5.96 µM; Q92743; in the data active = inhibition above about 36%;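 also: 0% = enzyme with DMSO and 100% = wells lacking enzyme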
Target sequence (Q92743 whole entry, looked up): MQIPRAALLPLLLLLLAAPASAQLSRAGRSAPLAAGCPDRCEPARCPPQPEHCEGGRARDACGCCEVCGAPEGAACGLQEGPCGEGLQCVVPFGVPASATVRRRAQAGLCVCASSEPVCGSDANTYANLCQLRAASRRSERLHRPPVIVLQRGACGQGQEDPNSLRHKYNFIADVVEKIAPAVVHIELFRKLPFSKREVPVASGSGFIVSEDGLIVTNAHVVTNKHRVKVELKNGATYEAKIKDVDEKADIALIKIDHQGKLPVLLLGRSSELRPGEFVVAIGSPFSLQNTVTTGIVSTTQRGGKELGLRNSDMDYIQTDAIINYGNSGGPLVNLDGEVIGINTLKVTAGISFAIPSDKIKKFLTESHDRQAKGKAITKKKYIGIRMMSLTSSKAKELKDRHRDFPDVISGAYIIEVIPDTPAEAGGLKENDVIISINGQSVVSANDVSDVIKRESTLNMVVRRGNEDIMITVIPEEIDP
Tn7 DDE FP: inhibitors of Tn7 peptide binding to fibrin DD(E), primary screen, biochemical, fluorescence polarization, human fibrin, Tn7 probe. inhibition, % at 8.3 µM. 0.13% of 370,000 active. FP displacement of FITC-Tn7 peptide from fibrin DD(E); 0% = median of compound wells per plate. Fibrinogen beta chain (Homo sapiens), P02675;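 active = inhibition above the mean of compounds falling within the control limits plus 3 SD of them, cut at about 14% in these data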;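 also: 0% = plate median of compound wells and 100% = 10 µM Aha-Tn7 peptide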
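Assay system: Human clot-derived fibrin DD(E) complex | Buffer or medium: Tris/NaCl/CaCl2 buffer, pH 7.8 | Repeats: One replicate per compound | Benchmarks: Aha-Tn7 high control | Measure: % inhibition scaled between sample-field median and high-control FP | Schedule: 10 min plus 3 h, room temperature | Signal: Fluorescence polarization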
mABHD4 FP: ABHD4 inhibitors, primary screen, biochemical, fluorescence polarization, mouse. (Lyso)-N-acylphosphatidylethanolamine lipase (Mus musculus), Q8VD66. 0.54% of 370,000 active. inhibition, % at 8.92 µM. purified mABHD4, FP-Rh probe fluorescence polarization;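 active = inhibition exceeding the mean over every tested compound plus 3 SD, cut at about 30% in these data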;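 also: 0% = plate median of compound wells and 100% = S159A mutant with DMSO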
Target sequence (Q8VD66 whole entry, looked up): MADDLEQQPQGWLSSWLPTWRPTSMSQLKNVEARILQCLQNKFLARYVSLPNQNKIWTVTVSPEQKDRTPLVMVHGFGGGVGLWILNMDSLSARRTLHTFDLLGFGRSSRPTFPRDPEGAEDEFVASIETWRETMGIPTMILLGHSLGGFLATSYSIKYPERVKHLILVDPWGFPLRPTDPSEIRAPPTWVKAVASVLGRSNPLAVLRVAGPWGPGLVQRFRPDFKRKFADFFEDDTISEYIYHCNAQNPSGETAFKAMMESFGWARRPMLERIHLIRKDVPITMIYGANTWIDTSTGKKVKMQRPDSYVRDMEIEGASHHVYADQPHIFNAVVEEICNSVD
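Assay system: wild-type mouse ABHD4 protein; compound: single nominal dose of 8.92 µM, 0.89% DMSO final; schedule: 45 min + 60 min at 25 °C; measured by: FP readout, ex 525 nm / em 598 nm; evaluation: % inhibition of FP-Rh probe binding versus controls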
PRMT1 inh: PRMT1 methyltransferase inhibitors, primary screen, biochemical, fluorescence polarization | Protein arginine N-methyltransferase 1 (Homo sapiens), Q99873 | recombinant PRMT1, activity-based probe fluorescence polarization | inhibition, % at 2.79 µM | 1.3% of 370,000 active | AID 652257, 2013;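 active = inhibition above about 21% made by adding two undisclosed values, limit read from the data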
LEDGF integ inh: blockers of LEDGF/p75-dependent integrase strand transfer – biochemical, TR-FRET, high throughput, primary screen. TR-FRET IN-LEDGF/p75 DNA integration, Eu/Cy5. inhibition, % at 3.7 µM. 0.64% of 370,000 active. AID 743269, 2014;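 active = inhibition above the screen-wide mean plus 3 SD, cut at about 13% in these data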;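 also: signal is the Cy5 over europium emission ratio at 671 and 618 nm; 0% = plate median of compound wells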
Active calls of the source: *; . = not tested or not shown.

SMILES | UHRF1 binding | TDP2 inh | SIAE primary | TCR CD3 inh | PG9 binder | HTRA1 inh | Tn7 DDE FP | mABHD4 FP | PRMT1 inh | LEDGF integ inh
CCCOc1ccc(Cc2c(Cl)nc(SC)nc2N(C)C)cc1 | 1.2 | 0.7 | -2.2 | 4.4 | 0.0 | -7.1 | 12.2 | -1.8 | -0.1 | -2.7
CN(CP(=O)(O)CN(C)S(C)(=O)=O)S(C)(=O)=O | 1.8 | 0.2 | 5.5 | -0.1 | 2.5 | 2.8 | 0.1 | 6.3 | 5.2 | 1.5
COc1cccc2cc(C(=O)N3CC(C)OC(C)C3)c(=O)oc12 (stereo not given) | 1.0 | 1.2 | -5.2 | -15.3 | -0.6 | 1.0 | 0.4 | -5.4 | 5.4 | -3.9
NC(=O)NC(CC(=O)NCCc1ccc(S(N)(=O)=O)cc1)c1ccc(Cl)cc1 (stereo not given) | 0.7 | -2.6 | -1.9 | 3.9 | 1.5 | 9.2 | -0.3 | 5.0 | -2.8 | -0.5
O=c1[nH]c2ccc(Cl)cc2c(-c2ccccc2)c1N1CCOCC1 | -0.8 | 3.7 | 1.8 | 8.4 | 1.1 | -2.9 | 1.9 | 7.7 | -1.2 | -3.0
CC(C)N1C(=O)C2C(C(=O)NCc3ccccc3)C3C=CC2(O3)C1C(=O)NC(C)(C)C (stereo not given) | 0.7 | -1.2 | 4.8 | -8.3 | 1.9 | -4.7 | 7.3 | 6.3 | 0.7 | 2.7
COc1ccc(C(=O)/C=C/c2ccc(F)cc2)c(OC(=O)c2ccc([N+](=O)[O-])cc2)c1 | -0.2 | 4.3 | -0.2 | 4.1 | -0.7 | -9.3 | -0.1 | -2.2 | -1.2 | -0.8
Cc1ccc(-c2nnc3cccc(Cl)n23)cc1 | 0.8 | 5.1 | -1.8 | -3.9 | -0.3 | 6.1 | 3.7 | -1.4 | -2.1 | 1.7
O=C(COc1cc([N+](=O)[O-])cc2cccnc12)NCCC1=CCCCC1 | -4.3 | 15.2 | 5.1 | -4.5 | 0.1 | 8.7 | -1.5 | 10.8 | 6.0 | -2.2
CCCC(=O)N(CCN(C(=O)CCC)c1ccccc1)c1ccccc1 | -1.6 | 6.6 | 1.5 | -3.0 | -0.1 | -0.3 | 9.5 | 5.5 | 0.4 | -0.5
CC(C)[C@@H](NC(=O)OC(C)(C)C)C(=O)NCC1CCC(C(=O)N[C@@H](Cc2ccccc2)C(=O)O)CC1 (stereo not given in full) | 2.3 | -5.1 | -3.0 | -4.3 | 1.1 | 2.2 | 2.0 | -5.9 | 2.8 | 1.6
CC(=O)N(c1ccccc1)c1nc(C)cc(C)c1C#N | -1.1 | 2.3 | 1.7 | -1.6 | -0.8 | 1.2 | -10.6 | 5.5 | -2.1 | -0.1
O=C(Cc1ccccc1)NCCS(=O)(=O)N1CCN(c2ccccc2)CC1 | -0.7 | 3.0 | 6.7 | 5.2 | -1.4 | 2.7 | 11.9 | 3.6 | -3.8 | 3.5
Cc1occc1-c1nnc(SCC(=O)c2c(N)n(Cc3ccccc3)c(=O)n(C)c2=O)n1C | 5.8 | -4.8 | -5.3 | 5.3 | -0.7 | 1.5 | 1.8 | -9.4 | 5.3 | -3.4
CCCCNCC1C(Oc2ccc(Cl)cc2)C(=O)N1c1ccccc1C (stereo not given) | 9.1 | -0.7 | 2.4 | 5.5 | -0.4 | -21.3 | 1.7 | 2.6 | -1.4 | -1.5
Cc1ccccc1Nc1nnc(SCc2cc(=O)n3ccsc3n2)s1 | -2.8 | 5.3 | 0.6 | 4.2 | -3.7 | -13.5 | -8.7 | -1.3 | -0.3 | 2.8
CCn1c(Cc2ccccc2)nnc1SCC(=O)N1CCCCC1 | -0.3 | -12.6 | -0.4 | 2.5 | -0.8 | -1.1 | 1.1 | -1.8 | -2.9 | -1.0
Cc1cc2nc(C(C)(C)C)c(CC3CCCCC3)n2c(C)c1Br | 1.9 | -2.3 | 3.0 | -5.3 | -1.5 | . | -5.7 | 5.8 | -1.9 | -1.6
COc1ccc(NC(=O)CSc2nnc(NC(=O)CN3CCOCC3)s2)cc1 | 1.1 | 10.0 | 2.3 | 12.1 | -1.3 | -9.3 | -4.9 | -3.6 | 0.3 | -1.2
CCCCCNC(=O)C1CC=CCC1C(=O)O (stereo not given) | -2.5 | -2.2 | 0.9 | -3.0 | -2.8 | 1.1 | -3.2 | 1.1 | -2.1 | 1.0
CC1(O)C(c2ccccc2)=Nc2ccccc21 (stereo not given) | -0.2 | 7.6 | -2.3 | 3.7 | -1.8 | 0.4 | -5.8 | -4.1 | 0.5 | -0.3
Cc1c(N=Cc2ccc(-c3ccc(Cl)cc3)o2)c(=O)n(-c2ccccc2)n1C | 3.2 | 3.4 | 2.0 | -5.5 | -0.9 | -8.7 | 6.2 | 5.3 | -0.9 | -3.9
CCN(Cc1ccccc1)S(=O)(=O)c1ccc(S(=O)(=O)N2CCN(CCC#N)CC2)cc1 | 5.2 | 1.8 | -0.2 | -3.1 | -1.0 | 2.7 | -2.2 | 1.8 | -3.3 | -2.7
CN(Cc1ccccc1)C(=O)CN1C(=O)NC2(CCCc3sccc32)C1=O (stereo not given) | 1.7 | -4.0 | 1.3 | -2.6 | -1.0 | 0.7 | 5.3 | 0.0 | -1.2 | -2.5

The list goes on; the last three above are carried over.
SMILES | UHRF1 binding | TDP2 inh | SIAE primary | TCR CD3 inh | PG9 binder | HTRA1 inh | Tn7 DDE FP | mABHD4 FP | PRMT1 inh | LEDGF integ inh
Cc1c(N=Cc2ccc(-c3ccc(Cl)cc3)o2)c(=O)n(-c2ccccc2)n1C | 3.2 | 3.4 | 2.0 | -5.5 | -0.9 | -8.7 | 6.2 | 5.3 | -0.9 | -3.9
CCN(Cc1ccccc1)S(=O)(=O)c1ccc(S(=O)(=O)N2CCN(CCC#N)CC2)cc1 | 5.2 | 1.8 | -0.2 | -3.1 | -1.0 | 2.7 | -2.2 | 1.8 | -3.3 | -2.7
CN(Cc1ccccc1)C(=O)CN1C(=O)NC2(CCCc3sccc32)C1=O (stereo not given) | 1.7 | -4.0 | 1.3 | -2.6 | -1.0 | 0.7 | 5.3 | 0.0 | -1.2 | -2.5
O=C(COC(=O)c1ccc(S(=O)(=O)N2CCCC2)cc1)Nc1cccc(Br)c1 | 4.3 | -11.8 | -6.8 | -5.5 | 0.3 | -5.2 | -0.2 | -5.9 | 8.5 | -5.1
CC(C)=CCN1CCN(Cc2cccn2-c2nccs2)CC1CCO (stereo not given) | 1.4 | -2.7 | -6.6 | 2.5 | 1.1 | 7.2 | -0.3 | -6.3 | -0.4 | -0.5
Cc1cccc(NC(=O)c2sc3nc(-c4ccc(F)cc4)cn3c2C)n1 | -0.5 | -4.8 | -4.4 | 4.6 | 0.2 | -11.9 | -4.1 | 2.7 | 12.2 | -2.2
CCc1ccccc1NC(=O)c1cc(C2CC2)on1 | -2.0 | 2.7 | -2.8 | 0.8 | 0.5 | 4.8 | -0.5 | 0.5 | 0.3 | -0.3
COc1ccc(C(=O)N2CCN(c3c(C)cccc3C)CC2)cc1OC | 3.4 | 2.0 | 15.1 | -1.9 | -2.4 | 7.5 | 1.9 | 12.6 | 7.1 | -2.1
CC(Oc1ccc(S(=O)(=O)N2CCCC2)cc1[N+](=O)[O-])C(=O)NC1(C#N)CCCCC1 (stereo not given) | -1.5 | 6.3 | -0.4 | -7.3 | 1.1 | -0.5 | 3.6 | -1.4 | 0.2 | -0.6
COC(=O)c1ccccc1NC(=O)C1CC(c2ccccc2O)=NO1 (stereo not given) | -3.0 | 9.7 | 0.1 | 4.6 | 1.5 | -6.3 | 2.3 | 0.3 | 1.1 | 0.7
Nc1ccn(CC(=O)N[C@H](CO)Cc2c[nH]c3ccccc23)c(=O)n1 | -4.2 | -6.0 | -2.9 | 2.8 | 0.8 | 10.2 | 1.3 | -4.4 | -2.8 | 1.0
COCCn1c(N)c(C(=S)NC(=O)c2cccs2)c(=O)[nH]c1=O | 0.9 | 12.0 | -1.7 | 5.5 | 4.2 | -3.4 | -5.9 | 0.3 | 1.0 | 5.5
CCOC(=O)c1c(NC(=O)c2ccncc2)sc(C)c1C | -0.1 | 10.7 | -2.4 | 5.1 | -1.9 | -13.5 | -7.2 | -3.7 | 0.0 | 2.0
O=C(Cc1c[nH]c2ccccc12)N1CCc2ccccc21 | 3.2 | -7.0 | -1.2 | 3.8 | 2.4 | -5.4 | -0.6 | -4.0 | 1.1 | -4.3
CCC(C(=O)NCCc1ccccc1)c1ccccc1 (stereo not given) | -0.7 | 15.7 | 2.5 | -2.7 | -1.1 | -1.5 | -3.2 | -3.9 | 2.3 | 0.8
COc1ccc(-c2cc3c(=O)n(CC(=O)NCc4ccc(Cl)cc4)ncn3n2)cc1 | -1.6 | -2.3 | -6.1 | 4.4 | -0.4 | -7.0 | -6.6 | 0.9 | -8.5 | 3.7
CCOc1ccc(C2C(C(=O)c3ccco3)=C(O)C(=O)N2CCCn2ccnc2)cc1OCC (stereo not given) | -4.1 | -10.2 | 0.6 | 6.0 | 0.1 | 6.2 | -2.3 | 3.6 | -0.1 | 1.7
Cc1ccc(C(=O)Nc2ccc(F)cc2)cc1NC1=NC2CS(=O)(=O)CC2S1 (stereo not given) | 0.4 | 1.3 | -2.0 | 1.7 | 1.4 | -2.2 | -4.9 | 2.4 | -0.9 | 3.4
O=C1NC2(CCCCCC2)C(=O)N1Cc1cccc(Cl)c1 | 0.9 | -14.3 | -2.2 | -7.1 | 0.0 | -0.4 | -2.2 | 2.0 | 1.7 | -1.1

Entries of single compounds as entered above. Values in the order: UHRF1 binding	TDP2 inh	SIAE primary	TCR CD3 inh	PG9 binder	HTRA1 inh	Tn7 DDE FP	mABHD4 FP	PRMT1 inh	LEDGF integ inh
CCOC(=O)c1c(NC(=O)c2ccncc2)sc(C)c1C as listed: -0.1	10.7	-2.4	5.1	-1.9	-13.5	-7.2	-3.7	0.0	2.0
Cc1ccccc1Nc1nnc(SCc2cc(=O)n3ccsc3n2)s1 as listed: -2.8	5.3	0.6	4.2	-3.7	-13.5	-8.7	-1.3	-0.3	2.8
